# BoNT F protease = BoNT F light chain protease inhibition | inhibition, % at 10 µM | 0.22% of 360,000 active | Multiplex microsphere protease cleavage assay, flow cytometry | AID 588497; in the data active means inhibition above about 35%, passing the limit was not always enough; inconclusive means no clear call, values can overlap the other calls; further: plate controls were buffer without enzyme for full effect and enzyme alone for no effect
# GDH-TPI inh = counter-screen for M. tuberculosis FBA inhibitors: GDH-TPI coupled enzymes | GDH-TPI coupled enzyme counterscreen, NADH absorbance | inhibition, % at 4.8 µM | 1.2% of 360,000 active;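 further: 0% = DMSO wells and 100% = wells lacking the enzyme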
# VHR inh abs = blocks human VHR1 dual specificity phosphatase; P51452; recombinant VHR phosphatase, pNPP absorbance; inhibition, % at 13.3 µM; 0.52% of 290,000 active; in the data active means inhibition above about 50%; further: some compounds called inactive have numbers as strong as hits
# Target sequence (P51452 whole entry, looked up): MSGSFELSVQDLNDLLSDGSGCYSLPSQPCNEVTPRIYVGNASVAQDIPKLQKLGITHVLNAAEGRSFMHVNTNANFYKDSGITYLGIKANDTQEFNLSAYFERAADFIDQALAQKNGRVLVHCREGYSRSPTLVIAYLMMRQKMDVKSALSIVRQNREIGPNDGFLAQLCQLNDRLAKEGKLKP
# FadD28 FP inh = inhibitors of Mycobacterium tuberculosis FadD28 bisubstrate binding; FadD28 bisubstrate probe binding, fluorescence polarization; 0.22% of 360,000 active; inhibition, % at 12.5 µM; AID 588549; in the data active means inhibition above about 8.5%, passing the limit was not always enough; inconclusive means no clear call, values can overlap the other calls
# CCHFV vOTU inh = blocks the CCHF virus ovarian tumor domain protease; CCHFV vOTU protease, Pep-AMC fluorescence; inhibition, % at 11.5 µM; 0.55% of 370,000 active; AID 651958; further: 0% = vehicle wells with enzyme and 100% = no enzyme wells
# FBA Mtb inh = inhibitors of M. tuberculosis fructose-bisphosphate aldolase | P9WQA3 | AID 588726 | 2.3% of 360,000 active | inhibition, % at 1 µM | purified M. tuberculosis FBA, fluorescence read-out; in the data active means inhibition above about 27%;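 further: 0% = vehicle and 100% = reference inhibitor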
# Target sequence (P9WQA3 whole entry, looked up): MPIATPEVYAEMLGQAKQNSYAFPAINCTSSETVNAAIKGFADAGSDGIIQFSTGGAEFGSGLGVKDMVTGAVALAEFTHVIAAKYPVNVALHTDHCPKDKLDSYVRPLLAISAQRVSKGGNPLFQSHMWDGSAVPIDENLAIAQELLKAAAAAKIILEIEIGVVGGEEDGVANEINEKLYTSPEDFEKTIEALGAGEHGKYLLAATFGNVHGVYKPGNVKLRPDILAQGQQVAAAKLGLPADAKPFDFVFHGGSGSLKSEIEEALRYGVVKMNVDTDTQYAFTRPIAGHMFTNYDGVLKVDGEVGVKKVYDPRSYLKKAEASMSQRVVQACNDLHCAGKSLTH
# MazEF act = MazEF (E. coli) toxin RNase activation | P0AE70 | FAM/BHQ RNA-DNA oligo cleavage fluorescence, 5 h | activation, % at 20 µM | 0.32% of 350,000 active | AID 504720; in the data active means activation above about 50%
# Mtb UGM inh = inhibitors of M. tuberculosis UDP-galactopyranose mutase | purified UGM, fluorescence polarization probe displacement | P9WIQ1 | inhibition, % at 10 µM | 0.06% of 320,000 active; in the data active means inhibition above about 10%, passing the limit was not always enough; inconclusive means no clear call, values can overlap the other calls
# Rv3671c protease = inhibitors of M. tuberculosis serine protease Rv3671c | P9WHR9 | inhibition, % at 5.96 µM | AID 2606 | 0.048% of 320,000 active; in the data active means inhibition above about 38%;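 further: extracellular domain of Rv3671c used as enzyme; 0% = enzyme with DMSO and 100% = no enzyme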
# Target sequence (P9WHR9 whole entry, looked up, the tested form may be a part): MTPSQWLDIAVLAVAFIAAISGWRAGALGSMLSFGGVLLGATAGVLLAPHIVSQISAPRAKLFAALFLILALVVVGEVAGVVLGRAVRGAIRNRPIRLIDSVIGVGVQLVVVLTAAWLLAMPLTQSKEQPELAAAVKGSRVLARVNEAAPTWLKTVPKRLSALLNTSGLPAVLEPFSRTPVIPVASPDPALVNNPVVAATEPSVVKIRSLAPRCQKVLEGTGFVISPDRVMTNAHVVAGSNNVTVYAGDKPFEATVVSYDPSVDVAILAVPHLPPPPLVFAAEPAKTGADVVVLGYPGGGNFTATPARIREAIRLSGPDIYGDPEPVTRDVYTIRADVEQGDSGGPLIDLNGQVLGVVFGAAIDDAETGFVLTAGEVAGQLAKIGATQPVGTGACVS
# Mtb BioA inh = BioA (M. tuberculosis) enzyme inhibition; purified M. tuberculosis BioA enzyme, plate reader; inhibition, % at 9.99 µM; 0.096% of 360,000 active; AID 602481; in the data active means inhibition above about 40%; inconclusive means no clear call, values can overlap the other calls
# The depositor's hits bear a star; ? = inconclusive; . = no result given; & = joins results of further samples. Unless noted, no stated cut-off is given here; in the data, active means inhibition above about 30%; inactive means the rest.
1	CCN(c1ccccc1)S(=O)(=O)c1cccc(C(=O)NCc2ccncc2)c1
2	CC(C)C(C)NC(=O)COn1nnc2ccc(S(=O)(=O)N3CCOCC3)cc21 (centres undefined)
3	COc1ccc(/C(C)=N/N=C(N)N)c(O)c1
4	O=C(NCc1cccnc1)c1ccc(Cl)cc1[N+](=O)[O-]
5	Cc1ccccc1NC(=S)N1CCCCCC1
6	COC(=O)c1cccc(NC(=O)CN2CCC(NC(=O)c3cc(OC)c(OC)c(OC)c3)CC2)c1

assay / entry,1,2,3,4,5,6
BoNT F protease,?,7,.,-5,3,-4
GDH-TPI inh,3,-1,9,0,7,8
VHR inh abs,.,.,14,5,7,.
FadD28 FP inh,-3.6,1.5,-0.9,-3.5,-3.6,-1.5
CCHFV vOTU inh,18,-11,3,-6,4,-1
FBA Mtb inh,-1,4,2,6,-2,2
MazEF act,3,1,4,-2,0,-6
Mtb UGM inh,3.7,0.6,-2.4,0.0,0.7,-1.6
Rv3671c protease,-6,-5,0,-6,.,-4
Mtb BioA inh,6.8,-0.1,.,0.1,-0.6,-1.2

7	O=C(Cn1nc(C(F)(F)F)c2c1CCCC2)NC1CCCC1
8	CCCCCCn1c(CN2CCN(CCO)CC2)nc2c1c(=O)n(C)c(=O)n2C
9	Cc1ccc2occ(/C=N/NC(=O)[C@@H](N)Cc3ccccc3)c(=O)c2c1
10	Cc1c(-c2ccc(OCCN3CCOCC3)cc2)c(=O)oc2ccc3ccccc3c12
11	Cc1ccc(CS(=O)(=O)CCC(=O)NCCCN2CCCC2)cc1
12	CCOC(=O)c1ccc(NC(=O)c2cn(CCC#N)nc2-c2ccc3c(c2)OCCO3)cc1

assay / entry,7,8,9,10,11,12
BoNT F protease,-3,-8,.,-4,-4,-4
GDH-TPI inh,-10,5,12,8,11,-6
VHR inh abs,19,-20,20,.,51*,3
FadD28 FP inh,-1.7,-0.3,-3.5,-3.1,-2.0,-10
CCHFV vOTU inh,8,0,-6,-8,6,-8
FBA Mtb inh,-3,0,1,1,0,1
MazEF act,4,0,21,6,2,-2
Mtb UGM inh,-2.0,-1.2,2.7,.,2.7,0.8
Rv3671c protease,4,9,5,.,-3,-22
Mtb BioA inh,1.0,-2.1,1.1,1.4,-1.9,.

# Just FadD28 FP inh and FBA Mtb inh, for three of the compounds above:
cpd | SMILES | FadD28 FP inh | FBA Mtb inh
9 | Cc1ccc2occ(/C=N/NC(=O)[C@@H](N)Cc3ccccc3)c(=O)c2c1 | -3.5 | 1
7 | O=C(Cn1nc(C(F)(F)F)c2c1CCCC2)NC1CCCC1 | -1.7 | -3
12 | CCOC(=O)c1ccc(NC(=O)c2cn(CCC#N)nc2-c2ccc3c(c2)OCCO3)cc1 | -10 | 1

# Later entries:
13	Cc1ccc(NC(=O)c2cccc(NC(=O)CC3SC(N4CCCCC4)=NC3=O)c2)nc1 (centres undefined)
14	CCCOc1ccccc1OCC(=O)N1CCN(S(=O)(=O)c2ccc(Cl)cc2)CC1
15	O=C(CSc1ncnc2ccccc12)NCC(=O)c1ccccc1
16	Cc1ccc(Sc2nc(C)c([N+](=O)[O-])c(C)c2C#N)cc1
17	COc1ccc(S(=O)(=O)N(C)C[C@@H]2Oc3cc(C#CC4CCCCC4)ccc3S(=O)(=O)N([C@@H](C)CO)C[C@@H]2C)cc1
18	CCCCn1c(N)c(N(CC(C)C)C(=O)CSc2ccc([N+](=O)[O-])cc2)c(=O)[nH]c1=O

assay / entry,13,14,15,16,17,18
BoNT F protease,11,4,-3,?,-2,-4
GDH-TPI inh,3,8,1,3,16,-5
VHR inh abs,.,.,-5,18,.,.
FadD28 FP inh,-4.7,3.6,-5.0,-4.8,-2.1,-1.2
CCHFV vOTU inh,1,2,-8,-3,32*,5
FBA Mtb inh,-2,-4,-2,11,2,-2
MazEF act,8,0,-7,-5,-9,0
Mtb UGM inh,-2.7,-1.6,-1.7,0.2,.,0.7
Rv3671c protease,4,-1,7,3,.,8
Mtb BioA inh,1.3,-0.4,.,-0.1,-1.4&-2.6&-2.9,-0.8

19	CCOc1ccc(NC(=O)CN(C)C(=O)c2ccncc2)cc1OCC
20	C=CC(C)(O)CCCC(C)CCCC(C)CCCC(C)C (centres undefined)
21	NC(=O)c1ccsc1NC(=O)C1CCCCC1
22	O=C(NC1CCCCC1)Oc1cc2oc(=O)sc2cc1Br
23	CCCNC(=O)C[C@@H]1C[C@@H]2c3cc(NS(=O)(=O)c4ccc(OC)cc4)ccc3O[C@@H]2[C@@H](CO)O1
24	CCOc1ccccc1NC(=O)CSc1nnc(Cc2cccn2C)n1-c1ccc(F)cc1

assay / entry,19,20,21,22,23,24
BoNT F protease,6,-10,-9,?,-3,-6
GDH-TPI inh,3,5,0,-7,11,8
VHR inh abs,10,.,38,29,.,11
FadD28 FP inh,-5.2,-1.6,-2.0,-3.1,0.1,-0.6
CCHFV vOTU inh,-1,-1,10,6,4,4
FBA Mtb inh,-1,0,0,-1,0,4
MazEF act,3,0,1,5,-21,12
Mtb UGM inh,-1.4,1.5,-0.3,1.0,.,2.0
Rv3671c protease,.,-10,-9,-70,.,-13
Mtb BioA inh,-1.9,1.6,1.0,.,-2.7,-0.8

25	OCC(Cc1ccc2c(c1)OCO2)C(CO)Cc1ccc2c(c1)OCO2 (centres undefined)
26	COc1ccc(NC(=O)c2oc3ccccc3c2C)c(OC)c1
27	c1ccc2nc3c(ccc4ccccc43)cc2c1
28	C/C(=N\NC(=O)Cc1c(Cl)cccc1Cl)c1cccnc1
29	CC1C(=O)N(Cc2cn(CCC3OCCO3)nn2)CCS(=O)(=O)N1Cc1ccc(-c2ccc(Cl)c(Cl)c2)cc1 (centres undefined)
30	Cc1nc2ccc(S(=O)(=O)N(C)CC(=O)Nc3ccccc3F)cc2s1

assay / entry,25,26,27,28,29,30
BoNT F protease,-2,-3,0,3,0,-2
GDH-TPI inh,-10,30,5,-3,-13,-9
VHR inh abs,-9,10,.,21,.,12
FadD28 FP inh,1.2,1.3,-3.1,-2.2,-9.9,-3.3
CCHFV vOTU inh,1,8,2,12,4,-3
FBA Mtb inh,4,7,22,-3,-1,-1
MazEF act,4,12,1,1,29,0
Mtb UGM inh,1.7,-4.2,.,-2.7,.,-1.6
Rv3671c protease,-5,10,.,.,.,5
Mtb BioA inh,3.0,-1.8,4.4,-0.6,0.7,1.0

31	Cc1ccc(S(=O)(=O)NCC(=O)NNC(=O)c2ccc(Br)cc2)cc1C
32	O=S(=O)(NCc1ccc(F)cc1)c1ccc(Br)cc1Br
33	N#Cc1cnc(Oc2ccc(Cl)cc2)nc1N
34	CCc1cc(C(=O)O)c(NC(=O)/C=C/c2ccc(OC)c(OC)c2)s1
35	CCOc1ccc(CCNC(=O)C2CC(=O)N(CCc3ccc(OC)c(OC)c3)C2)cc1OCC (centres undefined)
36	COc1ccc(N2CCOCC2)c(NC(=O)c2ccc(Br)o2)c1

assay / entry,31,32,33,34,35,36
BoNT F protease,-3,1,-28,-3,-3,3
GDH-TPI inh,-2,-1,-10,18,5,1
VHR inh abs,.,.,21,13,.,-19
FadD28 FP inh,-5.3,-4.6,-2.3,5.8,-1.4,-4.3
CCHFV vOTU inh,9,-4,-8,33*,-7,-1
FBA Mtb inh,-2,-2,-2,-4,4,-1
MazEF act,9,0,5,2,2,7
Mtb UGM inh,-0.9,2.0,0.8,5.5,-0.7,-0.9
Rv3671c protease,-6,-2,-1,8,-2,-4
Mtb BioA inh,0.1,1.6,-0.3,.,-2.0,-1.0

37	CCc1ccccc1NC(=O)c1ccc2nc(N3CCOCC3)sc2c1
38	CN(C)CCCN1C(=O)C(=O)/C(=C(/O)c2ccncc2)C1c1cccc(Br)c1 (centres undefined)
39	COc1ccc(CC(=O)OCC(=O)Nc2ccc3[nH]c(=O)[nH]c3c2)cc1
40	CCOC(=O)C1(CC)NC(c2ccco2)C2C(=O)N(CC)C(=O)C21 (centres undefined)
41	CC1CN(S(=O)(=O)c2cccc(C(=O)NCc3ccccn3)c2)CC(C)O1 (centres undefined)
42	S=C(NCc1cccnc1)c1ccccc1

assay / entry,37,38,39,40,41,42
BoNT F protease,-6,-4,0,5,3,?
GDH-TPI inh,7,31*,4,8,-1,0
VHR inh abs,10,-12,.,-1,.,16
FadD28 FP inh,-2.3,1.5,-3.9,0.0,-2.0,-1.0
CCHFV vOTU inh,0,4,-7,8,-10,-11
FBA Mtb inh,6,-1,-2,1,-1,1
MazEF act,-6,-1,-27,1,3,2
Mtb UGM inh,1.4,-1.6,0.0,2.9,4.1,-1.9
Rv3671c protease,4,1,0,-8,16,3
Mtb BioA inh,-1.0,-1.1,-1.5,0.1,.,-0.4

43	CCOC(=O)c1nnn(-c2nonc2N)c1CN(CC)c1ccccc1
44	O=C(Cn1cccc1C(=O)c1ccccc1)NCc1cccs1
45	COC(=O)c1sccc1NC(=O)CC1C(=O)NCCN1C(=O)c1c(F)cccc1Cl (centres undefined)
46	CC(C)c1nccn1S(=O)(=O)c1cccc([N+](=O)[O-])c1
47	CCOc1cc(/C=N/NC(=O)CSc2nncn2C)ccc1OC(=O)c1ccc(Cl)cc1
48	CNCCc1ccccn1

assay / entry,43,44,45,46,47,48
BoNT F protease,-6,4,-4,-11,4,-11
GDH-TPI inh,6,4,15,6,7,-4
VHR inh abs,13,27,33,8,0,-7
FadD28 FP inh,-3.8,-1.5,-0.8,1.4,-7.8,-1.2
CCHFV vOTU inh,1,-2,-7,4,4,-3
FBA Mtb inh,0,6,-1,-2,0,0
MazEF act,-6,-3,2,9,-10,-8
Mtb UGM inh,0.1,-1.3,4.6,2.9,1.3,.
Rv3671c protease,1,5,-2,2,-11,5
Mtb BioA inh,.,-0.5,2.2,.,.,-0.2

# Some of the entries so far, with values under each structure.
# Order of values: BoNT F protease, GDH-TPI inh, VHR inh abs, FadD28 FP inh, CCHFV vOTU inh, FBA Mtb inh, MazEF act, Mtb UGM inh, Rv3671c protease, Mtb BioA inh
(38) CN(C)CCCN1C(=O)C(=O)/C(=C(/O)c2ccncc2)C1c1cccc(Br)c1 (centres undefined)
  -4, 31*, -12, 1.5, 4, -1, -1, -1.6, 1, -1.1
(41) CC1CN(S(=O)(=O)c2cccc(C(=O)NCc3ccccn3)c2)CC(C)O1 (centres undefined)
  3, -1, ., -2.0, -10, -1, 3, 4.1, 16, .
(39) COc1ccc(CC(=O)OCC(=O)Nc2ccc3[nH]c(=O)[nH]c3c2)cc1
  0, 4, ., -3.9, -7, -2, -27, 0.0, 0, -1.5
(7) O=C(Cn1nc(C(F)(F)F)c2c1CCCC2)NC1CCCC1
  -3, -10, 19, -1.7, 8, -3, 4, -2.0, 4, 1.0
(43) CCOC(=O)c1nnn(-c2nonc2N)c1CN(CC)c1ccccc1
  -6, 6, 13, -3.8, 1, 0, -6, 0.1, 1, .

# Compound activity: PubChem BioAssay, several laboratories
